D1 potentiator = potentiators of human D1 dopamine receptor. P21728. HEK293 TREx D1 cells, calcium flux, dopamine EC20 potentiation. potentiation, % at 10 µM. 0.036% of 360,000 active. AID 504651; in the data active means potentiation above about 30%; further: 0% is about no effect
Target sequence (P21728 whole entry, looked up): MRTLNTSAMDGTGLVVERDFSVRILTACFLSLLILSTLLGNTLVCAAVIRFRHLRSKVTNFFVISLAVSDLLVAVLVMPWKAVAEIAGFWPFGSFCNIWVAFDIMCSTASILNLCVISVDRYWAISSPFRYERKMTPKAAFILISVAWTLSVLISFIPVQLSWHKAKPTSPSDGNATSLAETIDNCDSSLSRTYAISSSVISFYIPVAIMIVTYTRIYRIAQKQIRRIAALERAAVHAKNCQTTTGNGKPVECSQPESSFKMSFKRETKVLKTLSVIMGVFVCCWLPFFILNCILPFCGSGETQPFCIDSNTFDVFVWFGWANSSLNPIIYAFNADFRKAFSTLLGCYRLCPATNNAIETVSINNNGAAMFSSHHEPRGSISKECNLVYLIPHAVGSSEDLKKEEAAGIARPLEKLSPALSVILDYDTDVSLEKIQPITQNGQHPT
D1 ag = activates the human D1 dopamine receptor; P21728; HEK293 T-REx D1 cells, calcium flux, agonist mode; activation, % at 2 µM; 1% of 360,000 active; in the data active means activation above about 30%; further: 0% is about no effect
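Agonism was scored from calcium flux recorded over 180 s (1 read/s) after pintool compound addition, following a 10-cycle baseline. Cells were inducible force-coupled HEK293 TREx D1, plated overnight at 30 C and loaded with no-wash calcium dye.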
RXFP1 agonist = RXFP1 (human) receptor agonism; HEK293T-RXFP1 cAMP TR-FRET, 30 min; response scale: percent of porcine relaxin response, buffer zero; Potency, µM (top dose mostly 57.5 µM), inactives show at the highest dose activation, hits mostly activators; Q9HBX9; AID 2676; 0.3% of 370,000 active; further: potency means the concentration at half of the fitted maximal effect; on the % scale 0 is the no-effect control and ±100 the full control effect; nearly all actives have a fitted effect of over 60% in size; many of its hits are not listed in these tables
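cAMP rise read by TR-FRET after 30 min, 37C compound exposure (up to 58 uM) in RXFP1-transfected HEK293 cells with Ro 20174 present. EC50 from Hill-equation fits, with 29 nM porcine relaxin as 100% and buffer as basal.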
TRHR enhancer = allosteric enhancers of human TRH receptor. 0.66% of 360,000 active. enhancement, % at 2 µM. TRHR cells, fluo-8 calcium fluorescence, EC20 TRH enhancement. P34981; in the data active means enhancement above about 30%; further: 0% is about no effect
Target sequence (P34981 whole entry, looked up): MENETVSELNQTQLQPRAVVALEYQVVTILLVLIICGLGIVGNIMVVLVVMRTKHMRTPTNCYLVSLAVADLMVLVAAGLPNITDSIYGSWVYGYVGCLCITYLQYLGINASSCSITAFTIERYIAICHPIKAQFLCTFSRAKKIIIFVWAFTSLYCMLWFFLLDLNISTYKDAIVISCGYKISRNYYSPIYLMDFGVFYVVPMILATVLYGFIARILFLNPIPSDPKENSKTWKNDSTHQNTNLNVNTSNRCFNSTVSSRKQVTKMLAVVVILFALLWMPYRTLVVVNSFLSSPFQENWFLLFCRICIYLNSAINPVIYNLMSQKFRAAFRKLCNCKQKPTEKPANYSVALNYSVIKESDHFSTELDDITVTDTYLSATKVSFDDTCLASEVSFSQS
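Enhancer read-out: after compound pinning and an initial kinetic agonist-mode read, an EC20 of TRH (10 nM final) was injected and fluo-8 calcium signal (Ex 480/Em 530) followed at 1 s/cycle for 100 cycles in TRHR-expressing cells.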
Apoferritin bind = binds horse apoferritin like a general anesthetic; apoferritin/1-aminoanthracene competitive binding, fluorescence; AID 485281; Potency, µM (series often up to 77.5 µM), without a hit: top-dose activity change, negative = displacement, hits mostly inhibitors; 0.074% of 350,000 active; P02791; further: potency means the concentration at half of the fitted maximal effect; on the % scale 0 is the no-effect control and ±100 the full control effect; nearly all actives have a fitted effect of over 20% in size
Target sequence (P02791 2-175 limits assumed): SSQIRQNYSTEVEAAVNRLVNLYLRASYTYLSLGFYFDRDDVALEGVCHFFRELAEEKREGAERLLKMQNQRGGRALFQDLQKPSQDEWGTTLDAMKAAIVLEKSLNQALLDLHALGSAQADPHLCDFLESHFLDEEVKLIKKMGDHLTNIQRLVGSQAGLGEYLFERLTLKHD
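Concentration-response curves derived by four-parameter Hill fitting of normalized fluorescence, where compounds displaced 1-AMA from 10 uM horse apoferritin following a brief 10 min room-temperature incubation; propofol titration acted as positive control.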
D1 antagonist = blocks dopamine activation of the human D1 receptor. HEK293 TREx D1 cells, calcium flux, dopamine EC80; active compounds read low. 3.2% of 360,000 active. activity change, negative = inhibition, % at 10 µM. P21728; in the data active means activity change below about -30%; further: on the % scale 0 is the no-effect control and ±100 the full control effect
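Allosteric or orthosteric antagonism assessed as attenuation of the calcium response to EC80 dopamine, added 180 s after compound, in induced HEK293 Trex D1 cells loaded with no-wash calcium dye.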
D2 potentiator = positively modulates the human D2 dopamine receptor allosterically; P14416; HEK293 T-REx D2, calcium flux, EC20 dopamine potentiation; potentiation, % at 10 µM; 0.34% of 340,000 active; AID 485347;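 active means potentiation over 3 SD above the plate norm, cut at about 30% in these data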; further: 0% is about no effect
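Cells plated with tetracycline inducer and held overnight at 30 C; calcium dye loaded 30–90 min at room temperature; baseline taken, compound added and read 180 s; EC20 dopamine then added and read 180 s.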
RXFP1 antag = RXFP1 (human) relaxin receptor antagonism. 0.59% of 350,000 active. activity change, negative = inhibition, % at 57.5 µM. Q9HBX9. HEK293-RXFP1, relaxin-stimulated cAMP HTRF, 30 min; active compounds read low. AID 1259400;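 active means activity change of -60% or lower, but not beyond a set lower limit; inconclusive means change between -60% and -40%, or beyond the set limit; inactive means change above -40%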; further: on the % scale 0 is the no-effect control and ±100 the full control effect
TRHR ag = agonists of human TRH receptor | TRHR cells, calcium flux fluo-8, FDSS agonist mode | activation, % at 2 µM | 0.18% of 360,000 active; in the data active means activation above about 30%; further: 0% is about no effect
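TRHR-expressing cells loaded with fluo-8 calcium dye; 23 nL library compound pin-transferred, kinetic FDSS fluorescence (Ex 480/Em 530) recorded about 180 s for agonist-induced calcium release, before a 10 nM TRH EC20 addition for potentiator mode.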
Active calls of the source: *; & = joins results of further samples. Unless noted, the call rests on the fitted dose curve; in most records, active means well fitted curve in the direction sought with a large enough effect; inconclusive means small, poorly fitted or top-dose-only effect, or another doubt; inactive means no such curve, though single readings can be large; an effect the other way counts as inactive or inconclusive. A portion of the library; rates above refer to the full screens.

NS(=O)(=O)c1ccc(NC(=S)NCc2ccc(Cl)cc2)cc1 was read as D1 potentiator 6, D1 ag 4, RXFP1 agonist -0.6%, TRHR enhancer 7, Apoferritin bind -8%, D1 antagonist -2, D2 potentiator 3, RXFP1 antag -8 and TRHR ag 0.1.
`CCC(CC)C(=O)N(c1ccc(F)cc1)C1C=CS(=O)(=O)C1` (configuration not stated) gave D1 potentiator -2, D1 ag 0, RXFP1 agonist -0.2%, TRHR enhancer -2, Apoferritin bind -8%, D1 antagonist -17, D2 potentiator 1, RXFP1 antag 6 and TRHR ag 0.0.
For Cc1cccc(CN2C3=NCCCN3c3ccccc32)c1 the results were D1 potentiator -3, D1 ag 2, RXFP1 agonist -0.3%, TRHR enhancer -2, Apoferritin bind -10%, D1 antagonist 4, D2 potentiator 7, RXFP1 antag -2 and TRHR ag -1.5.
Cc1ccc(/C=C/C(=O)Oc2ccc(C#N)cc2)o1 was read as D1 potentiator 0, D1 ag 0, RXFP1 agonist 0.4%, TRHR enhancer -2, Apoferritin bind -9%, D1 antagonist -8, D2 potentiator 3 and TRHR ag -0.1.
`CCCCNC(=S)NNC(=O)c1cc(C)on1` gave D1 potentiator 0, D1 ag 5, RXFP1 agonist -2.4%, TRHR enhancer 10, Apoferritin bind -11%, D1 antagonist -2, D2 potentiator 37*, RXFP1 antag 17 and TRHR ag 0.0.
`COc1cccc(/C=C(/C(=O)OCC(N)=O)c2ccccc2)c1` gave D1 potentiator 1, D1 ag 0, RXFP1 agonist 2.5%, TRHR enhancer -1, Apoferritin bind -11%, D1 antagonist -9, D2 potentiator 1, RXFP1 antag -5 and TRHR ag -0.3.
For O=S(=O)(/N=C(\Nc1ccc(F)cc1)C(F)(F)F)c1ccccc1 the results were D1 potentiator 8, D1 ag 0, RXFP1 agonist 0.9%, TRHR enhancer 2, Apoferritin bind -7%, D1 antagonist 4, D2 potentiator 1, RXFP1 antag -1 and TRHR ag 0.0.
For Cc1nn2c(=O)cc(CSCC(=O)Nc3ccccc3F)nc2s1 the results were D1 potentiator -3, D1 ag 0, RXFP1 agonist -0.9%, TRHR enhancer 8, Apoferritin bind -4%, D1 antagonist 45, D2 potentiator -5, RXFP1 antag 1 and TRHR ag 0.5.
`CCOC(=O)N1CCN(C(=O)CSc2nc(CC)nc3c2c(=O)n(C)c(=O)n3C)CC1` gave D1 potentiator 2, D1 ag 2, RXFP1 agonist 9.1%, TRHR enhancer 5, Apoferritin bind -6%, D1 antagonist -7, D2 potentiator 5, RXFP1 antag -3 and TRHR ag 0.1.
`Cc1c([N+](=O)[O-])cc(C(=O)NCc2ccc(F)cc2)cc1[N+](=O)[O-]` gave D1 potentiator -10, D1 ag 7, RXFP1 agonist 2.3%, TRHR enhancer -3, Apoferritin bind inconclusive, D1 antagonist -5, D2 potentiator -15, RXFP1 antag 11 and TRHR ag -0.1.
For CC(=O)c1ccc(NC(=O)c2ccc(NC(=O)CCS(=O)(=O)c3cccs3)cc2)cc1 the results were D1 potentiator 0&-1, D1 ag 5&8, RXFP1 agonist 1.7%&3.1%, TRHR enhancer 1&-1, Apoferritin bind -9%&-16%, D1 antagonist -23&-14, D2 potentiator -1&3, RXFP1 antag inconclusive and TRHR ag 0.6&0.4.
Screening COc1cc(C(CCN2CCN(c3ccccc3)CC2)c2c(OC)cc(OC)c3ccc(=O)oc23)cc(OC)c1OC (configuration not stated) returned D1 potentiator -12, D1 ag 1, RXFP1 agonist 3.2%, TRHR enhancer -1, Apoferritin bind -18%&-8%, D1 antagonist -74*, D2 potentiator -21 and TRHR ag -0.2.
For N/C(=N\OC(=O)c1ccccc1Cl)c1ccccc1 the results were D1 potentiator 0, D1 ag -2, RXFP1 agonist -0.3%, TRHR enhancer -2, Apoferritin bind -18%, D1 antagonist 3, D2 potentiator 2, RXFP1 antag -6 and TRHR ag -0.4.
Cc1cc2nn(-c3cccc4ccccc34)nc2cc1N was read as D1 potentiator -2, D1 ag 2, RXFP1 agonist 6.1%, TRHR enhancer 6, Apoferritin bind 8%, D1 antagonist 3, D2 potentiator 19, RXFP1 antag -14 and TRHR ag 0.3.
Cc1ccc(S(=O)(=O)N2CCCCC2)cc1C(=O)NCCc1ccccc1 was read as D1 potentiator -8, D1 ag -1, RXFP1 agonist 10%, TRHR enhancer -1, Apoferritin bind -19%, D1 antagonist -18, D2 potentiator 2, RXFP1 antag 0 and TRHR ag -2.3.
Screening O=C(NCc1cccc(F)c1)C1CCC(=O)N(CCc2cccc(F)c2)C1 (configuration not stated) returned D1 potentiator -2, D1 ag 2, RXFP1 agonist 3.2%, TRHR enhancer 2, Apoferritin bind -5%, D1 antagonist -21, D2 potentiator 0, RXFP1 antag 23 and TRHR ag 0.7.
COc1ccc(N2CSC3=C(C#N)C(c4cc(OC)c(OC)cc4OC)CC(=O)N3C2)c(OC)c1 (configuration not stated) was read as D1 potentiator -5, D1 ag 3, RXFP1 agonist 3.9%, TRHR enhancer 6, Apoferritin bind inconclusive, D1 antagonist -9, D2 potentiator -1, RXFP1 antag 6 and TRHR ag 1.7.
COc1ccc(-c2nnc(SCc3ccccn3)n2C)cc1 was read as D1 potentiator -17, D1 ag 0, RXFP1 agonist 0.1%, TRHR enhancer 1, Apoferritin bind -1%, D1 antagonist 2, D2 potentiator 1, RXFP1 antag -4 and TRHR ag 0.1.
COc1ccccc1NC(=O)Cn1c(=O)n(Cc2ccccc2)c(=O)c2ccccc21 was read as D1 potentiator 0, D1 ag 8, RXFP1 agonist 1.0%, TRHR enhancer -2, Apoferritin bind -3%, D1 antagonist -19, D2 potentiator -2, RXFP1 antag -1 and TRHR ag 0.9.
`CCOc1ccc(CNc2nnnn2C)cc1` gave D1 potentiator 6, D1 ag 2, RXFP1 agonist -1.2%, TRHR enhancer 3, Apoferritin bind -9%, D1 antagonist 1, D2 potentiator 4, RXFP1 antag -7 and TRHR ag -0.2.
For O=C(Cn1nnnc1-c1ccccc1F)Nc1ccc(F)c(F)c1 the results were D1 potentiator -1, D1 ag -1, RXFP1 agonist 2.2%, TRHR enhancer -1, Apoferritin bind -2%, D1 antagonist -4, D2 potentiator -7, RXFP1 antag -2 and TRHR ag 1.7.
`COc1ccc2c(c1)c(=O)c(C(=O)c1ccccc1)cn2CC(=O)Nc1ccc2c(c1)OCCO2` gave D1 potentiator -2, D1 ag 2, RXFP1 agonist 0.3%, TRHR enhancer -1, Apoferritin bind -10%, D1 antagonist 2 and TRHR ag 0.9.
COc1ccccc1NS(=O)(=O)c1cc(NC(=O)c2cccs2)ccc1N1CCOCC1 was read as D1 potentiator 2, D1 ag 3, RXFP1 agonist -2.9%, TRHR enhancer 0, Apoferritin bind 0%, D1 antagonist -30*, D2 potentiator 8, RXFP1 antag 0 and TRHR ag 0.7.
`CCc1nnc(NC(=O)CC(C)c2ccccc2)s1` (configuration not stated) gave D1 potentiator -6, D1 ag 2, RXFP1 agonist 1.6%, TRHR enhancer 2, Apoferritin bind -13%, D1 antagonist 14, D2 potentiator 8, RXFP1 antag 6 and TRHR ag 0.4.
For O=C(Cn1nc2c(cc1=O)CCCC2)Nc1ccccc1C(F)(F)F the results were D1 potentiator -1, D1 ag 0, RXFP1 agonist 2.5%, TRHR enhancer 0, Apoferritin bind -11%, D1 antagonist -6, D2 potentiator 4, RXFP1 antag 15 and TRHR ag 0.4.
Screening Cc1ccc(CNC(=O)c2sccc2-n2cccc2)cc1 returned D1 potentiator 3, D1 ag 0, RXFP1 agonist -0.2%, TRHR enhancer 0, Apoferritin bind inconclusive, D1 antagonist -8, D2 potentiator -2, RXFP1 antag 1 and TRHR ag -0.1.
Cc1ccc(S(=O)(=O)N2CCOC23CCN(S(=O)(=O)c2cccs2)CC3)cc1 was read as D1 potentiator -4, D1 ag 12, RXFP1 agonist 2.2%, TRHR enhancer 0, D1 antagonist -20, D2 potentiator 8, RXFP1 antag -17 and TRHR ag 2.0.
`O=C(CSc1nnc(-c2ccccc2Cl)o1)Nc1ccccn1` gave D1 potentiator -1, D1 ag 3, RXFP1 agonist 1.0%, TRHR enhancer 4, Apoferritin bind -3%, D1 antagonist 1, D2 potentiator 2, RXFP1 antag -7 and TRHR ag -2.0.
For COc1ccc(C(=O)COC(=O)c2ccc(Cl)nc2)cc1OC the results were D1 potentiator 1, D1 ag 5, RXFP1 agonist 0.1%, TRHR enhancer -5, D1 antagonist 0, D2 potentiator -3, RXFP1 antag -3 and TRHR ag 0.3.
COC(=O)c1ccccc1NC(=O)CSc1nnnn1C was read as D1 potentiator -8, D1 ag 4, RXFP1 agonist -3.8%, TRHR enhancer 0, Apoferritin bind -4%, D1 antagonist -8, D2 potentiator 3, RXFP1 antag 9 and TRHR ag -0.4.
Screening C#CCn1c(=NC(=O)c2ccc(S(=O)(=O)N3CCCc4ccccc43)cc2)sc2cc(S(N)(=O)=O)ccc21 returned D1 potentiator 6, D1 ag 2, RXFP1 agonist 1.9%, TRHR enhancer 13, Apoferritin bind -17%, D1 antagonist -2, D2 potentiator 11, RXFP1 antag -27 and TRHR ag 1.8.
For COc1cc2c(cc1OC)C(c1ccc(F)cc1)N(c1ccccc1)C(=O)C2 (configuration not stated) the results were D1 potentiator 0, D1 ag -2, RXFP1 agonist -1.1%, TRHR enhancer 2, Apoferritin bind -8%, D1 antagonist -1, D2 potentiator 8, RXFP1 antag -13 and TRHR ag -1.0.
For Cc1cc(=O)oc(C)c1C(=O)OC(C(=O)c1ccccc1)c1ccccc1 (configuration not stated) the results were D1 potentiator -4, D1 ag 1, RXFP1 agonist 10.0%, TRHR enhancer 0, Apoferritin bind -14%, D1 antagonist -42*, D2 potentiator 0, RXFP1 antag -6 and TRHR ag -0.5.
`COc1ccc(NC(=O)c2cccnc2NCCc2ccccc2)cc1` gave D1 potentiator -8, D1 ag 0, RXFP1 agonist -2.7%, TRHR enhancer -1, Apoferritin bind 4%, D1 antagonist -13, D2 potentiator -4, RXFP1 antag 3 and TRHR ag 0.1.
`O=C(CNc1cccc(S(=O)(=O)N2CCCC2)c1)Nc1ccc(C(F)(F)F)cc1` gave D1 potentiator -2, D1 ag 24, RXFP1 agonist 0.4%, TRHR enhancer 5, D1 antagonist -14, RXFP1 antag -32 and TRHR ag -1.3.

Screens from PubChem BioAssay.
